Source: PubChem
DT40 TDP1 CPT: DT40-hTDP1 cell growth loss with CPT; Potency, µM (doses to about 46.2 µM), without a hit: at the highest dose activity change, negative = growth inhibition, most hits filed as inhibitors; actives 12% (n = 420,000); AID 686979; chicken DT40 Tdp1-/-;hTDP1 cells + 20 nM CPT, ATP luminescence, 48 h; also: nearly all actives have a fitted effect of over 55% in size
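Chicken DT40 Tdp1-/- cells complemented with human TDP1, 400 cells/well, exposed to compounds plus 20 nM camptothecin for at least 48 h at 37 C; viability read as ATP content by CellTiter-Glo luminescence.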
GCN5L2 inh: GCN5L2 (KAT2A) acetyltransferase inhibition; actives 0.21% (n = 390,000); Potency, µM (top dose mostly 58.9 µM), for the others: top-dose activity change, negative = inhibition, most hits filed as inhibitors; AID 504327; GCN5L2 HAT assay, ThioGlo1 CoA-SH fluorescence
Target sequence (Q92830 whole entry, looked up): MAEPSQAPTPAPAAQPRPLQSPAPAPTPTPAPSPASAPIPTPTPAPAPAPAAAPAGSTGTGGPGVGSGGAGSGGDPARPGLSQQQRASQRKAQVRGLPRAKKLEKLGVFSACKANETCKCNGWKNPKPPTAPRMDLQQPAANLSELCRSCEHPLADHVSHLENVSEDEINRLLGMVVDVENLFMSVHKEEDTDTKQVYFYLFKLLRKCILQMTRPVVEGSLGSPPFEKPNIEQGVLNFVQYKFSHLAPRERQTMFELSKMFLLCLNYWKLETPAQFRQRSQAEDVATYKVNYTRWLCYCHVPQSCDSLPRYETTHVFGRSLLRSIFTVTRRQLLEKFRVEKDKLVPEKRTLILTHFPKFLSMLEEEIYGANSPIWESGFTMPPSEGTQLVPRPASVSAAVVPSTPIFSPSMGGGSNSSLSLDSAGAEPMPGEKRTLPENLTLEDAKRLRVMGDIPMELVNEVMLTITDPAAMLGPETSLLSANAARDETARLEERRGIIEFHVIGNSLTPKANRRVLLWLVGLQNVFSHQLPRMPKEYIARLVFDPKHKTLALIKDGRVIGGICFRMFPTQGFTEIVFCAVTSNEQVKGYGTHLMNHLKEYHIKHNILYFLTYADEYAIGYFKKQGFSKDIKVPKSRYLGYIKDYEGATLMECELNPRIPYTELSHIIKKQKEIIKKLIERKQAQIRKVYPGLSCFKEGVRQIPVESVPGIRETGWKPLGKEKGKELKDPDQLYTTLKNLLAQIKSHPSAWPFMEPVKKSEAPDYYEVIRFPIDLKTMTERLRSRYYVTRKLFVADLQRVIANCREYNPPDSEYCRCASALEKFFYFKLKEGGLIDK
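Titration-based screen in which CoA formation is detected via maleimide probe ThioGlo1 (50uM) turning fluorescent on thiol reaction; substrates H3(1-25) 75uM and acetyl-CoA 70uM, GCN5L2 20nM, 20 min incubation at room temperature.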
TDP1 cell noCPT: qHTS for Inhibitors of human tyrosyl-DNA phosphodiesterase 1 (TDP1): qHTS in cells in absence of CPT; DT40 Tdp1-/- hTDP1 cells, no CPT, ATP luminescence, 48 h; Potency, µM (series often up to 46.2 µM), for the others: at the top dose activity change, negative = growth inhibition, usual class: inhibitors; actives 15% (n = 420,000); AID 686978, 2013; also: nearly all actives have a fitted effect of over 55% in size
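DT40 Tdp1-/-;hTDP1 cells, no CPT (DMSO vehicle only), 400 cells/well; compounds pin-transferred; ≥48 hr, 37 °C; CellTiter-Glo 30 min RT dark, luminescence read.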
* hit, by the source's call; ? = inconclusive; nt = no result given; [ ] = dose if it differs, or a comment. Calls follow the shape of the dose curve; as a rule, active = well fitted curve in the direction sought with a large enough effect; inconclusive = small, poorly fitted or top-dose-only effect, or another doubt; inactive = no such curve, though single readings can be large; an effect the other way counts as inactive or inconclusive. % is scaled to controls: 0 for no effect and ±100 for the full control effect; potency is read from the fitted curve at half-maximal effect.

1. CCOC(=O)c1scc(-c2ccccc2)c1S(=O)(=O)Nc1cc(Cl)c(OC)cc1OC
2. COc1ccc(C2(CO)OC(CO)C(O)C2O)cc1 (centres undefined)
3. COc1ccccc1CNC(=O)CN1CCN(c2ccc(C(C)=O)cc2)CC1
4. COC(=O)C1=C(C)N(CCCC(=O)O)C(=O)NC1c1ccc2c(c1)OCO2 (centres undefined)
5. COc1ccccc1CCNC(=O)C(=O)NCC(c1cccs1)S(=O)(=O)c1ccc(C)cc1 (centres undefined)
6. CC1(C)CC(=O)C([N+](=O)[O-])=C(NCCCC(=O)O)C1
7. COc1cccc(CN(C)C(=O)CNC(=O)c2cccs2)c1OC
8. CC(C)Cn1c(SCC(=O)NCc2ccco2)nnc1-c1ccncc1

Compound	1	2	3	4	5	6	7	8
DT40 TDP1 CPT	?	?	12%	5%	15µM*	-2%	4%	7%
GCN5L2 inh	-21%	nt	-4%	nt	8%	-6%	-8%	-2%
TDP1 cell noCPT	15µM*	?	?	2%	21µM*	4%	-2%	-1%

9. CCOc1ccc(CCNC(=O)COC(=O)C2CCN(S(=O)(=O)c3ccccc3)CC2)cc1OCC
10. Cc1cccc(CCNC(=O)C2CC(O)CN2C(=O)Nc2ccccc2)c1 (centres undefined)
11. O=C(Nc1cccc(S(=O)(=O)N2CCCCC2)c1)C1CC(=O)N(Cc2ccccc2)C1 (centres undefined)
12. CCC1=NN(C(=O)c2ccccc2[N+](=O)[O-])C(O)(c2ccccc2)C1 (centres undefined)
13. COc1ccc(S(=O)(=O)N2CCOCC2)cc1NC(=O)C1CCCN1C(=O)c1cccs1 (centres undefined)
14. C=CCn1c(-c2cccnc2Cl)nc2ccccc21
15. CC1=NN(S(=O)(=O)c2ccc(F)cc2)C(=O)c2ccccc2O1
16. Cc1cccc(N2CCN(CC3CCCCC3)CC2)c1C

Compound	9	10	11	12	13	14	15	16
DT40 TDP1 CPT	2%	-3%	?	-12%	0.26µM*	1%	-8%	?
GCN5L2 inh	nt	nt	-5%	nt	-4%	-15%	88%[activator]	1%
TDP1 cell noCPT	-11%	0%	-2%	-27%	?	5%	-7%	-27%

17. O=c1c(-c2ccco2)[n+]([O-])c2ccccc2n1OCc1ccccn1
18. Cc1ccc(C)c(NC(=S)NC(=O)c2cncc(Br)c2)c1
19. CCCCNCCOc1ccccc1-c1ccccc1
20. O=C(c1cc2c(=O)oc3ccccc3c2s1)N1CCN(c2cccc(Cl)c2)CC1
21. O=C(COc1ccccc1Cl)N1CCCCCCC1
22. O=C(O)CCC(=O)N1CCN(S(=O)(=O)c2cccs2)CC1
23. CC(=O)N1CCN(c2ccccc2NC(=O)c2ccc(C#N)cc2F)CC1
24. Cc1cccc(CC2CC(=O)N(c3ccc(C)cc3Br)C2=O)c1 (centres undefined)

Compound	17	18	19	20	21	22	23	24
DT40 TDP1 CPT	-21%	-14%	?	-20%	-2%	6%	0%	-20%
GCN5L2 inh	2%	nt	1%	1%	-1%	-6%	0%	4%
TDP1 cell noCPT	-23%	?	?	1%	?	-4%	-5%	-2%

25. Cc1nc([N+](=O)[O-])cn1CC(O)c1ccc2c(c1)OCCO2 (centres undefined)
26. Cn1c(-c2cccc([N+](=O)[O-])c2)cnc1NCc1cccc([N+](=O)[O-])c1
27. CCCCC(=O)N(C)c1c(CC)nc2c(OCCOc3ccccc3)cccn12
28. CC(C)OCCCNC(=O)CN1CCN(Cc2ccccc2Cl)C1=O
29. O=C(Nc1nc2ccccc2[nH]1)c1cccc([N+](=O)[O-])c1
30. CCN(c1ccccc1)S(=O)(=O)c1cc(Br)cc2c1N(C(=O)C1CC1)CC2
31. CCN(Cc1ccccc1)S(=O)(=O)c1c(C)[nH]c(C)c1C(=O)N1CCCC1
32. Cc1ccccc1C(=O)c1cccn1CC(=O)NCCCN1CC(C)CC(C)C1 (centres undefined)

Compound	25	26	27	28	29	30	31	32
DT40 TDP1 CPT	-8%	?	18µM*	?	-3%	16µM*	-4%	-30%
GCN5L2 inh	nt	-15%	nt	-2%[0.501 µM]	-3%	-5%	-1%	-3%
TDP1 cell noCPT	3%	?	26µM*	18µM*	?	18µM*	-8%	3%

33. O=S(=O)(Nc1ccc(S(=O)(=O)Nc2ncccn2)cc1)c1ccccc1
34. O=C(CSc1ccncc1)Nc1ccc2ccccc2c1
35. O=C1CCCCC(=O)[C@H](OC(=O)c2ccccc2)C[C@H](c2ccccc2)O1
36. COc1ccccc1NC(=O)Nc1nc(CC(=O)Nc2ccc(OC)c(OC)c2)cs1
37. Cc1nc2nc(NC(=O)c3ccc(Cl)cc3)[nH]n2c(=O)c1Cc1ccccc1
38. OC1(c2ccc3c(c2)OCO3)CCN(Cc2ccccn2)CC1
39. CCOC(=O)C1CCN(S(=O)(=O)c2ccc(-c3ccccn3)s2)CC1
40. CN=C1NN=C(c2cc(C)n(-c3ccc(Cl)cc3)c2C)CS1

Compound	33	34	35	36	37	38	39	40
DT40 TDP1 CPT	3%	-1%	-12%	-27%	0%	-3%	-12%	0%
GCN5L2 inh	1%	2%	nt	-6%	-11%	-4%	-1%	1%
TDP1 cell noCPT	-1%	-21%	?	?	-6%	-7%	-27%	?

Brought forward from above: 2 compounds, followed by the next part.
39. CCOC(=O)C1CCN(S(=O)(=O)c2ccc(-c3ccccn3)s2)CC1
40. CN=C1NN=C(c2cc(C)n(-c3ccc(Cl)cc3)c2C)CS1
41. CC(C)(O)C#Cc1ccc(C(=O)N2CCN(c3ccc(Cl)cc3)CC2)cc1
42. Cc1cccc(C(=O)Nc2cccc(C(=O)OCc3cc(=O)n4c5c(sc4n3)CCCC5)c2)c1
43. CC(C)CN1CCC2(CC1)CCN(S(=O)(=O)c1ccccc1)CC2
44. Cc1cc2nc(-c3ccc(OCc4ccccc4)cc3)cc(C(F)(F)F)n2n1
45. CCC(C)NS(=O)(=O)c1ccc(OCC(=O)NCc2cccnc2)cc1 (centres undefined)
46. O=C(CCCCC(=O)OCC1COCO1)OCC1COCO1 (centres undefined)
47. Cc1ccc(NC(=O)c2c(C)cc(C)nc2SCC(=O)Nc2ccc(Br)cc2)cc1
48. CNC(=O)CSc1nc2[nH]ncc2c(=O)[nH]1

Compound	39	40	41	42	43	44	45	46	47	48
DT40 TDP1 CPT	-12%	0%	0%	?	?	-26%	-23%	-9%	?	-10%
GCN5L2 inh	-1%	1%	-3%	23%	-6%	-2%	-10%	nt	-1%	0%
TDP1 cell noCPT	-27%	?	?	?	23µM*	-29%	-3%	0%	?	7%

2 of the compounds above, with two lines to a compound.
Results follow in this order: DT40 TDP1 CPT	GCN5L2 inh	TDP1 cell noCPT
[47] Cc1ccc(NC(=O)c2c(C)cc(C)nc2SCC(=O)Nc2ccc(Br)cc2)cc1
  ?	-1%	?
[48] CNC(=O)CSc1nc2[nH]ncc2c(=O)[nH]1
  -10%	0%	7%

(continued)
49. CC(=O)c1cc(CC=C(C)C)c(O)c(CC=C(C)C)c1O
50. Cn1nc(C(F)(F)F)c(-c2cccc(C(F)(F)F)c2)c1NC(=O)c1ccco1
51. Cc1ccc(NC(=O)C2CCCN2S(=O)(=O)c2ccc3c(c2)n(C)c(=O)c(=O)n3C)c(C)c1 (centres undefined)
52. Cc1ccc(CCNC(=O)c2ccc3c(=O)n(-c4ccccc4)c(=O)[nH]c3c2)cc1
53. CCOc1ccc(CCN2C(=O)C(=O)N([C@@H](Cc3ccccc3)CN3CCC[C@@H]3CN3C(=O)C(=O)NC[C@@H]3Cc3ccc(O)cc3)C[C@@H]2Cc2ccccc2)cc1
54. CC(=O)O/N=C(\N)Cc1ccc(-c2csnn2)cc1
55. Cc1cccnc1-c1cccc2c1OC(CNC(=O)Cc1c(C)noc1C)C2 (centres undefined)
56. Nc1nonc1C(=O)N/N=C/c1cc(Br)ccc1O

Compound	49	50	51	52	53	54	55	56
DT40 TDP1 CPT	?	-29%	0%	-1%	-5%	?	8%[9.04 µM]	0.92µM*
GCN5L2 inh	-2%	0%	23%	2%	nt	0%	nt	-17%
TDP1 cell noCPT	?	-22%	0%	-14%	11%	-24%	-15%	1.5µM*

57. OCc1cccc(-c2csc(C(O)c3ccco3)n2)c1 (centres undefined)
58. Cc1cnc(CN(C)C(=O)c2cc(COc3c(F)cccc3F)on2)[nH]1
59. Cc1cccc(N2CC(C(=O)Nc3cccc(S(=O)(=O)N4CCCCC4)c3)CC2=O)c1C (centres undefined)
60. Cc1ccc(C(=O)Nc2ccccc2NC(=O)c2ccc(C)o2)o1
61. Cc1cc(OC(C)C(=O)NCCN2CCOCC2)c2c(C)cc(=O)oc2c1 (centres undefined)
62. COc1cccc(CN2C(=O)CN(C3CCCCC3)C(=O)C2c2ccc(F)cc2)c1 (centres undefined)
63. COc1ccc(Cn2c(=O)c3cccnc3n(Cc3cccc(OC)c3)c2=O)cc1
64. NS(=O)(=O)c1ccc(CCNC(=O)NC2CCCCC2)cc1

Compound	57	58	59	60	61	62	63	64
DT40 TDP1 CPT	?	4%	18µM*	12%	6%	?	-28%	1%
GCN5L2 inh	nt	-17%	-6%	-3%	-2%	-6%	-7%	-2%
TDP1 cell noCPT	0%	6%	?	4%	21%	?	?	1%

65. COc1cc(/C=C/CNC[C@H]2O[C@@H](n3ccc(=O)[nH]c3=O)[C@H](O)[C@@H]2O)ccc1O
66. CCOC(=O)c1c(C)nc2sc(C(N)=O)c(N)c2c1-c1ccc(OC)cc1
67. Cc1cccc(C)c1NC(=O)C(=O)NCC(c1ccc2c(c1)OCO2)N1CCN(C)CC1 (centres undefined)
68. O=C(c1ccncc1)N1CCN(c2ccc3ccccc3n2)CC1
69. O=C1Nc2cc(Cl)c(Cl)cc2N(O)N1c1ccccc1
70. COc1ccc(S(=O)(=O)NCC(c2ccco2)S(=O)(=O)c2cccs2)cc1OC (centres undefined)
71. CCCCCCCCS(=O)CCC(=O)O (centres undefined)
72. S=c1[nH]nc(-c2cc(-c3ccccc3)n[nH]2)n1/N=C/C=C/c1ccccc1

Compound	65	66	67	68	69	70	71	72
DT40 TDP1 CPT	4%	?	-8%	-25%	0%	?	?	?
GCN5L2 inh	nt	-2%	-4%	-18%	-9%	-3%	-9%	-10%
TDP1 cell noCPT	-1%	21µM*	-4%	?	2%	?	21%	?

73. CCn1cc([N+](=O)[O-])c(C(=O)N2N=C(c3ccc(OC)cc3OC)CC2c2ccccc2O)n1 (centres undefined)
74. N#C/C(=C\c1ccc(O)cc1)C(=O)N1CCCC1
75. COc1ccccc1C1CC(c2ccccc2)=NN1C(=S)Nc1ccccc1 (centres undefined)
76. Cc1nn(C)c(C)c1CN(Cc1nc(CCC(C)C)no1)C(C)C
77. O=c1c2ccc([N+](=O)[O-])cc2ncn1CCOc1ccccc1
78. Cc1ccc2cc(C#N)c(N3CCCN(S(=O)(=O)c4ccccc4)CC3)nc2c1
79. O=C(COc1ncnc2sccc12)Nc1ccc(F)cc1F
80. O=C(O)c1cc(S(=O)(=O)N2CCOCC2)c(Sc2ccccn2)cc1Sc1ccccn1

Compound	73	74	75	76	77	78	79	80
DT40 TDP1 CPT	?	-5%	?	2.3µM*	?	?	2%	-1%
GCN5L2 inh	-1%	-14%	-12%	0%	-1%	-12%	-2%	-4%
TDP1 cell noCPT	15µM*	-9%	?	0.58µM*	?	26µM*	5%	2%

81. CC1CCN(c2nc3c(c(=O)[nH]c(=O)n3C)n2Cc2ccccc2)CC1
82. Cn1c(=O)c2[nH]c(C(O)c3ccc(Cl)cc3)nc2n(C)c1=O (centres undefined)
83. Cc1cc(C)c2nc(SCC(=O)Nc3ccccc3N3CCOCC3)c(C#N)cc2c1
84. Cc1cccc(CNC(=O)c2ccc3c(c2)N(C)C(=O)C2CCCCN32)c1 (centres undefined)
85. CC(NC(=O)c1ccco1)c1nnc2n1CCN(Cc1ccc(Cl)cc1)CC2 (centres undefined)
86. O=C(O)c1cc2ccccc2c(N=Nc2cccnc2)c1O
87. O=c1n(Cc2ccc(Cl)cc2)c2ccccc2c2nc(-c3ccccc3)nn12

Compound	81	82	83	84	85	86	87
DT40 TDP1 CPT	-8%	?	?	13µM*	13%[9.04 µM]	?	-26%
GCN5L2 inh	-17%	nt	nt	1%	nt	-2%	-3%
TDP1 cell noCPT	-21%	?	?	?	2%	-23%	?

The list is partial (hit frequency here may not be typical).
